# PMI inhibition: human PMI inhibitors, high substrate, primary screen, biochemical, fluorescence intensity, high mannose 6-phosphate (AID 1220); recombinant PMI enzyme, coupled fluorescence intensity; higher % means a stronger effect; inhibition, % at 20 µM; hits with a dose series show IC50 in µM; 0.66% of 190,000 active
# West Nile antiviral: inhibition of WNV-induced cytopathic effect – cell-based, CPE readout (AID 1621); West Nile virus-infected cells, CPE inhibition; higher % means a stronger effect; one-dose CPE inhibition, % at 10 µM; IC50 in µM for titrated hits; 0.02% of 290,000 active; in the data active = a potency from the dose series; note: strong numbers were not always called active
# Ins promoter up: MIN6 insulin promoter up-regulation | 0.3% of 190,000 active | z-score at 5 µM | MIN6 insulin promoter-GFP reporter, high-content imaging; hits give high values;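 active = z-score above 3 at 5 µM with at least 500 cells counted in the well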
# CSM14.1 death rescue: rescue of cells from ER stress-induced death, primary screen, 384-well, CSM14.1, thapsigargin, ATP luminescence (AID 1222) | CSM14.1 thapsigargin-induced death rescue, ATP luminescence; higher % means a stronger effect | cellular ATP content (survival), % at 20 µM; hits with a dose series show EC50 in µM | 190,000 tested, under 10 active;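 active = EC50 below 50 µM in the dose-response confirmation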;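 note: death triggered by thapsigargin at about 15 µM added after 2 h compound pretreatment; cell ATP read after overnight thapsigargin exposure of roughly 18 to 22 hours; normalized against plate controls of thapsigargin alone and 5% DMSO vehicle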
# RSV CPE inhibition: inhibition of RSV-induced cytopathic effect – HEp-2 cells, primary 10 µM value included (AID 2391); HEp-2 cells, RSV-induced CPE inhibition; higher % means a stronger effect; one-dose CPE inhibition, % at 10 µM; IC50 in µM for titrated hits; 0.13% of 310,000 active; in the data active = a potency from the dose series; note: strong numbers were not always called active
# Large T inhibition: SV40 large T antigen inhibitors, biochemical (AID 1903); inhibition, % at 20 µM; hits with a dose series show IC50 in µM; 0.39% of 310,000 active; SV40 large T antigen ATPase/helicase inhibition assay; higher % means a stronger effect; in the data active = a potency from the dose series; note: strong numbers were not always called active
# PhoP inhibition: PhoP-dependent GFP reporter repression – Salmonella Typhimurium, primary screen (AID 1863). 0.16% of 300,000 active. inhibition, % at 50 µM; hits with a dose series show IC50 in µM. S. Typhimurium PhoP-regulated promoter GFP reporter, 4 h; higher % means a stronger effect;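 active = inhibition over 29.93%, a cutoff 3 SD above the screen mean, later confirmed by dose response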;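 note: 0% = low Mg2+ inducing control and 100% = high Mg2+ repressing control; strong numbers were not always called active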
# TNAP activation fold: human TNAP enzyme activators, primary screen, biochemical, luminescent, no phosphate acceptor, uHTS (AID 1001) | purified TNAP, luminescent activation assay, no phosphate acceptor; higher activation fold means a stronger effect | 0.03% of 200,000 active | activation fold at 20 µM; hits with a dose series show EC50 in µM; in the data active = activation fold from about 3, or a potency from the dose series; inactive = the rest, 99 in 100 with activation fold below about 1.6; note: many of its hits are not listed in these tables
# human PMI inhibition: inhibitors of human PMI, primary screen, biochemical, fluorescence intensity, coupled assay (AID 1209) | 0.42% of 190,000 active | purified PMI enzyme, coupled fluorescence intensity; higher % means a stronger effect | one-dose inhibition, % at 20 µM; IC50 in µM for titrated hits;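 note: plate controls were DMSO vehicle for no effect and wells lacking substrate for full effect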
# Ins promoter up cell count: second read-out of Ins promoter up, no call of its own (marks repeat the call); cell count; measured here: cytotoxicity, nuclei count;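 total cells summed across four imaged fields per well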
# The depositor's hits bear a star; / = no result given. Cut-off read from the data, not from the text of the source, unless noted: active = inhibition above about 50%; inactive = the rest.
# The first 5 entries (preview)
nr | structure | PhoP inhibition | Ins promoter up cell count | Ins promoter up | RSV CPE inhibition | CSM14.1 death rescue | West Nile antiviral | PMI inhibition | human PMI inhibition | Large T inhibition | TNAP activation fold
1 | O=C1OCCC1Sc1nc2cc(Cl)ccc2n1Cc1ccccc1 (centres undefined) | -3% | 1474 | -0.16 | 0.7% | -0.3% | -0.1% | 11% | 12% | -1% | 1
2 | Cc1ccc(CNC(=O)C23CN(Cc4ccccc4)CC2C(c2ccc([N+](=O)[O-])cc2)=NO3)o1 (centres undefined) | -7% | 1536 | -0.49 | 6.3% | 0.7% | -0.7% | -1% | 4% | 19% | 1
3 | CC(=O)NC(Cc1ccc(C)cc1)C(=O)NC1CCN(S(=O)(=O)c2ccccc2)CC1 (centres undefined) | 0% | / | / | 1.5% | / | 0.0% | / | / | 4% | /
4 | CCN(CC)CP(=O)(c1ccccc1)c1ccccc1 | -9% | / | / | 3.2% | 0.5% | -0.2% | -2% | -16% | 8% | 1.1
5 | COc1ccc(CCNC(=O)C2=CCN(S(=O)(=O)c3ccc(F)cc3)CC2)cc1OC | 8% | / | / | -1.2% | / | -0.6% | / | / | -22% | /

# Results, previewed entries included:
nr | structure | PhoP inhibition | Ins promoter up cell count | Ins promoter up | RSV CPE inhibition | CSM14.1 death rescue | West Nile antiviral | PMI inhibition | human PMI inhibition | Large T inhibition | TNAP activation fold
1 | O=C1OCCC1Sc1nc2cc(Cl)ccc2n1Cc1ccccc1 (centres undefined) | -3% | 1474 | -0.16 | 0.7% | -0.3% | -0.1% | 11% | 12% | -1% | 1
2 | Cc1ccc(CNC(=O)C23CN(Cc4ccccc4)CC2C(c2ccc([N+](=O)[O-])cc2)=NO3)o1 (centres undefined) | -7% | 1536 | -0.49 | 6.3% | 0.7% | -0.7% | -1% | 4% | 19% | 1
3 | CC(=O)NC(Cc1ccc(C)cc1)C(=O)NC1CCN(S(=O)(=O)c2ccccc2)CC1 (centres undefined) | 0% | / | / | 1.5% | / | 0.0% | / | / | 4% | /
4 | CCN(CC)CP(=O)(c1ccccc1)c1ccccc1 | -9% | / | / | 3.2% | 0.5% | -0.2% | -2% | -16% | 8% | 1.1
5 | COc1ccc(CCNC(=O)C2=CCN(S(=O)(=O)c3ccc(F)cc3)CC2)cc1OC | 8% | / | / | -1.2% | / | -0.6% | / | / | -22% | /
6 | Cc1cc(C)cc(-n2ccnc2SCC(=O)Nc2ccc3c(c2)OCCO3)c1 | -8% | 1760 | 0.84 | 6.8% | -1.8% | -0.2% | -1% | 22% | 11% | 1.1
7 | CCN(CC)S(=O)(=O)c1cc(NC(=O)c2cc([N+](=O)[O-])ccc2N2CCOCC2)ccc1C | 2% | / | / | 3.8% | / | 0.5% | / | / | 13% | /
8 | Cc1ccc2nc(COc3ccc(Cl)cc3)cc(=O)n2c1 | 2% | 1348 | -0.02 | 4.6% | 1.2% | -0.3% | 15% | 10% | -2% | 1.1
9 | CC(=O)c1ccc(S(=O)(=O)N(C)CC(=O)NCC2CCCCC2)cc1 | 2% | / | / | 2.5% | / | -0.7% | / | / | 4% | /
10 | CCc1ccc(C(=O)c2ccccc2C(=O)O)s1 | -35% | 1561 | -0.34 | 0.5% | -1.1% | 0.4% | -6% | -4% | 4% | 1.1
11 | Cc1ccc(C)n1-c1cc([N+](=O)[O-])ccc1-n1ccnc1 | 31% | 1195 | -0.29 | -0.2% | / | -0.6% | / | / | 2% | /
12 | Cc1cc(NC(=O)CSc2nnc(Cn3c(=O)sc4ccccc43)n2-c2ccccc2C)no1 | -5% | 1177 | -0.37 | 1.4% | -0.7% | / | -5% | -5% | 2% | 1.1
13 | O=C(O)C1CCCCC1C(=O)Nc1ccc(F)c(F)c1 (centres undefined) | 0% | 1341 | -0.02 | 2.6% | -1.7% | -0.4% | 0% | 1% | 13% | 1.1
14 | O=C(NC1CCCCC1)N1CCC(n2c(=O)[nH]c3ccccc32)CC1 | 9% | 960 | -0.34 | 1.4% | 0.2% | -0.5% | 0% | 3% | 6% | 1.2
15 | O=C(CCCCCCC(=O)NCc1ccccc1)NCc1ccccc1 | -5% | / | / | 1.3% | / | 0.8% | / | / | 16% | /
16 | CCOc1ccc(-c2nnc3ccc(SCc4ccc(C(=O)OC)o4)nn23)cc1 | 5% | 921 | 1.5 | 3.5% | -1.0% | 1.0% | 4% | 5% | 8% | 1
17 | O=C(Nc1cccc(Cl)c1)c1ccc(NCC2CCCO2)c([N+](=O)[O-])c1 (centres undefined) | -2% | 1431 | -0.3 | 4.9% | -0.9% | 0.2% | -1% | 1% | 10% | 1
18 | CCc1cc2cc3c(cc2nc1SCC(=O)Nc1cc(OC)c(OC)cc1C(=O)O)OCO3 | 1% | 1525 | -0.58 | -0.1% | -1.4% | -0.4% | 34% | 14% | 8% | 1
19 | COc1ccc(CCNC(=S)N(C)C)cc1OC | -3% | 1178 | -0.28 | 0.5% | / | -0.3% | / | / | 14% | /
20 | C[C@H]1[C@H](C)CC[C@]2(C(=O)O)CC[C@]3(C)C(=CC[C@@H]4[C@@]5(C)C[C@@H](O)[C@H](O)C(C)(C)[C@@H]5CC[C@]43C)[C@H]12 | 9% | 1159 | 0.24 | -4.3% | -2.4% | 11% | -11% | -24% | 10% | 1
21 | Cc1ccc(-n2[nH]c(C)c(CCC#N)c2=O)cc1 | -1% | 1286 | -0.1 | 0.6% | -1.1% | -0.1% | -1% | -1% | 17% | 1.1
22 | COC(CNC(=O)c1ccc2nc3ccccc3c(=O)n2c1)OC | 7% | / | / | -0.4% | / | 0.3% | / | / | 16% | /
23 | COc1cccc(OC)c1OC(=O)c1cnccn1 | 2% | / | / | 0.2% | / | -0.1% | / | / | 13% | /
24 | Cc1cccc(C(=O)NNC(=O)c2ccccc2O)c1 | 4% | / | / | -0.3% | / | -0.9% | / | / | -9% | /
25 | COC(=O)C(C)Sc1nnc(-c2ccncc2)o1 (centres undefined) | 16% | 1232 | 0.37 | 1.2% | / | 0.4% | 8% | 11% | -3% | 1.1
26 | CC(C)(C)Nc1nc(OCC(F)(F)F)nc(OCC(F)(F)F)n1 | 4% | 1855 | -0.47 | 0.6% | -1.3% | -0.6% | 11% | 18% | 5% | 1
27 | CCOC(=O)c1c(NC(=O)CSc2nnc(Cc3ccccc3)o2)sc(C)c1C | -2% | / | / | -0.6% | 4.4% | -0.5% | 12% | 18% | 7% | 1.1
28 | Cn1c(=O)n(C)c2cc(NS(=O)(=O)c3ccc4c(c3)CCCC4)ccc21 | -7% | / | / | 0.0% | -1.7% | 1.2% | 6% | 10% | -2% | 1.1
29 | O=C(Cc1ccc(-n2cccc2)cc1)NCc1ccccc1Cl | -15% | 1336 | 0.06 | -0.3% | -2.3% | -0.8% | -2% | 2% | 6% | 1.1
30 | S=c1[nH]nc(CNc2ccc(Cl)cc2)n1Cc1ccccc1 | -3% | 1525 | -0.04 | 12% | -0.8% | -0.5% | 9% | 12% | 23% | 1
31 | Cc1cccc(C(=O)Nc2oc(-c3ccccc3)cc2C#N)c1 | -3% | 1328 | -0.2 | 1.7% | -1.5% | 0.1% | -1% | 8% | 12% | 1.2
32 | C#CCOCCOCCOCCNc1nc(N2CCN(C(=O)[C@H](Cc3ccc(O)cc3)n3cc(C(N)CC(C)C)nn3)CC2)nc(N2CCN(C(=O)[C@H](CCC(=O)O)n3cc(C(N)[C@H](C)CC)nn3)CC2)n1 (some centres undefined) | -9% | 1481 | 1.1 | 0.6% | -1.9% | -0.1% | -8% | -3% | 6% | 1.1
33 | COc1ccc(-n2c(CN3CCOCC3)nc3ccc([N+](=O)[O-])cc3c2=O)c(OC)c1 | 9% | / | / | -0.1% | / | -0.6% | / | / | 9% | /
34 | Cc1ccc(-c2nnc(CSc3nc4cc5c(cc4cc3C)OCO5)o2)cc1 | -10% | 970 | -2.5 | 2.1% | 0.0% | -0.2% | 12% | 16% | 7% | 1.1
35 | CCOc1cc(S(=O)(=O)n2ccc(C)n2)ccc1Br | 2% | 1323 | 0.32 | 0.2% | -1.0% | 0.3% | -3% | -7% | -5% | 1.1
36 | Cc1cccc(Cn2nc(C(C)(C)C)cc2C(=O)Nc2ccc(F)cc2)c1 | -3% | 968 | 0.25 | 8.1% | / | -0.1% | / | / | 14% | /
37 | COCC1=C(C(=O)OC)C(c2cccs2)n2ncnc2N1 (centres undefined) | -8% | 1159 | -0.19 | 0.9% | / | 0.8% | / | / | 12% | /
38 | CNC(=O)COC(=O)c1cc(SC)ccc1Cl | -3% | 1382 | 0.25 | 1.4% | -1.0% | 2.2% | -3% | -1% | 4% | 1.1
39 | O=C(COc1ccccc1O)N1CCN(C(=O)c2ccco2)CC1 | -6% | / | / | 2.9% | 2.6% | -0.1% | 3% | 4% | 16% | 1.1
40 | O=C(NCc1ccco1)c1cccc(Nc2nc3ccc(Br)cc3[nH]2)c1 | 42% | 1821 | 0.3 | 3.5% | -1.0% | -0.2% | 19% | 22% | 2% | 1.1
41 | CC(=O)NCCC1CCCCN1Cc1nc(Cc2cccc(C(F)(F)F)c2)no1 (centres undefined) | -7% | 1389 | 0.71 | 2.1% | 0.9% | -0.8% | 5% | 8% | 69% | 1.1
42 | Cc1cc(C)nc(SCc2ccc([N+](=O)[O-])cc2)n1 | 0% | 1444 | 0.02 | -0.2% | 2.6% | -0.5% | 5% | 10% | 0% | 1
43 | Cc1ccc(S(=O)(=O)Nc2ccc(O)c3ncccc23)cc1 | 11% | 879 | -1.4 | 2.1% | -0.7% | -0.1% | 28% | 42% | 33% | 1.2
44 | COC(=O)C1=NNC2(c3ccc(Cl)cc3)C(=O)N(c3ccccc3)C(=O)C12 (centres undefined) | -6% | 1476 | -0.1 | 0.4% | -0.4% | -0.4% | 4% | 15% | 12% | 1
45 | C=CCNC(=S)NCc1cccnc1 | 5% | 1253 | 0.41 | 1.0% | -2.9% | 0.4% | -6% | -13% | 11% | 1
46 | COc1ccc(C(=O)Nc2ccc(NC(=O)c3ccco3)c(Cl)c2)cc1OC | 10% | 1495 | -0.11 | -1.4% | -0.8% | -0.7% | 15% | 8% | -9% | 1
47 | COc1ccc(S(=O)(=O)N(CC(=O)NCc2cccnc2)C2CCCCC2)cc1OC | -6% | 1030 | 0.01 | -1.1% | / | -0.1% | / | / | 18% | /
48 | O=C(Nc1ccc(Cl)c(Cl)c1)OCc1cnc(Cl)s1 | 9% | 1270 | 2 | 1.2% | -1.4% | 0.1% | 5% | 3% | 1% | 1
49 | CCn1c(COc2ccc(OC)cc2)nc2ccccc21 | 2% | 1728 | -0.21 | 4.4% | -0.6% | 0.3% | 6% | -3% | -2% | 1
50 | CC1(C)CC(=O)C(Sc2ccccc2)=C(O)C1 | -7% | 1450 | -0.54 | 1.9% | / | 0.2% | / | / | 9% | /
51 | COc1ccc(/C=C/CN2CCN(Cc3cccc(OC)c3)C(CCO)C2)cc1 (centres undefined) | -3% | 1410 | 0.19 | -0.2% | -2.3% | -1.4% | -3% | 8% | 1% | 1.1
52 | CCCNc1ncnc2onc(C)c12 | -2% | 1544 | 0.2 | 1.8% | -0.1% | 0.3% | -3% | -6% | -9% | 1.1
53 | CCOc1ccc(-n2cnnn2)cc1S(=O)(=O)NCCc1ccc(OC)c(OC)c1 | 3% | / | / | -0.5% | -0.5% | -0.1% | 9% | 10% | / | 1.1
54 | Cc1ccc(C)c(OCC(=O)NC(Cc2c[nH]c3ccccc23)C(=O)O)c1 (centres undefined) | 3% | 1470 | 0.11 | -1.7% | -0.9% | -0.2% | 7% | 1% | 24% | 1.1

# Screens (PubChem BioAssay)
